# Mtb RmlCD inh: blocks M. tuberculosis RmlC and RmlD coupled enzymes; P9WH09+P9WH11; RmlC+RmlD coupled enzyme assay, percent inhibition; primary screen in compound mixtures; inhibition, % at 3.6 µM; 160,000 compounds, 0.03% hits; AID 1533; in the data active = inhibition mostly above about 34%, no sharp cut-off; inconclusive = no clear call, values can overlap the other calls; inactive = mostly below about 22%; also: some results filed as inactive read as strong as hits
# Target sequence (P9WH09 whole entry, looked up): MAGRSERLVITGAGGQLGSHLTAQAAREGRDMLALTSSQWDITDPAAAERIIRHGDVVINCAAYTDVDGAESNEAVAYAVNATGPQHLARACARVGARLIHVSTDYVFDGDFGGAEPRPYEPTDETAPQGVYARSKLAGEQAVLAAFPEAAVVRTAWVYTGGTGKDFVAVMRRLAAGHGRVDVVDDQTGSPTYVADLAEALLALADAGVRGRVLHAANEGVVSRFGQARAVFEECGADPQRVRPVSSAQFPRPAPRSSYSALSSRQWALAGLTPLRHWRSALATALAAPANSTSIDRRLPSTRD
# Target sequence (P9WH11 whole entry, looked up): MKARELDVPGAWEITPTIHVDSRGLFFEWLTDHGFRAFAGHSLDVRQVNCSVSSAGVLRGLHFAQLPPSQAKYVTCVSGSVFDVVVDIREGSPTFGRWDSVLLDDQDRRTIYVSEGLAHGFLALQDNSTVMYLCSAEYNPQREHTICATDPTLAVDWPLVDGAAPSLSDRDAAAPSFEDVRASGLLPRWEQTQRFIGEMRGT
# GlmU inhibition: inhibition of mycobacterial GlmU enzyme – biochemical, glucosamine-1-phosphate acetyltransferase (AID 1376) | M. tuberculosis GlmU acetyltransferase enzyme assay; higher % means a stronger effect | inhibition, %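 (tested at 30 µM in the primary screen)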, or IC50 in µM where a hit was titrated | 220,000 compounds, 0.25% hits; in the data active = inhibition above about 13%; inconclusive = no clear call, values can overlap the other calls;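 also: 0% = complete reaction with vehicle and 100% = reaction without substrate; strong numbers were not always called active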
# Active calls of the source: *; ? = inconclusive; / = not tested or not shown; & = joins results of further samples.
SMILES | Mtb RmlCD inh | GlmU inhibition
Cc1ccc(-n2cccc2/C=C2/C(=N)N3C(=NC2=O)SN=C3S(C)(=O)=O)cc1Cl | 13 | 2.4%
CC(OC(=O)CCCc1nc2ccccc2s1)C(N)=O (stereo not given) | 8 | 0.9%
CC(C)CN1CCN(C2CCN(C(C)C)CC2)C(CCO)C1 (stereo not given) | 13 | -2.6%
COc1ccc(OC(=O)COc2ccc(C)cc2)cc1 | 1 | -0.6%
Cc1cc(-n2nnc3ccccc32)nc2ccccc12 | / | -3.0%
Cc1cccc(OCCSc2nc3c([nH]2)c(=N)ncn3Cc2ccccc2)c1 | 4 | -4.1%
CS(=O)(=O)N(CC(=O)Nc1ccc2c(c1)OCCO2)Cc1ccc(Cl)cc1 | -2 | 4.5%
CCC(C)(C)NC(=O)C(c1ccc(F)cc1)N(Cc1cccc(OC)c1)C(=O)c1cnccn1 (stereo not given) | 9 | -1.7%
CCCCCCC(=O)Nc1c2c(nc3ccccc13)N(C)CC2 | 9 | -1.8%
O=C(/C=C/c1ccco1)Nc1nc(-c2ccc(F)c(F)c2)cs1 | 7 | -4.6%
O=C(NNC(=O)c1ccc(Cl)cc1Cl)c1cccs1 | / | -1.6%
COc1ccccc1C(=O)NC(=S)Nc1ccc(N2CCOCC2)c(Cl)c1 | -5 | 1.7%
O=C(c1ccc(F)cc1)N1CCCC(C(=O)N2CCN(c3ccccc3)CC2)C1 (stereo not given) | -6 | 2.2%
CN1CC=C2C(C#N)=C(N)C(C#N)(C#N)C(Cc3ccccc3)C2C1 (stereo not given) | -13 | -0.3%
COc1ccccc1CNC(=O)COc1ccc(C)nc1[N+](=O)[O-] | 39 | -2.8%
COc1ccc2c(c1)OCC1=C2CCC2(C)C(=O)CC=C12 (stereo not given) | -1 | /
CC(NC(=O)c1cccc2ccccc12)c1ccc2c(c1)CCCC2 (stereo not given) | 4 | -0.6%
CCOC(=O)c1[nH]c2ccc(OC)cc2c1NC(=O)CN1CCSCC1 | -13 | -4.4%
Cc1ccc(C(=O)CSc2nnc(COc3ccccc3)o2)cc1 | 4 | 4.8%
Cc1ccc(-c2noc(-c3ccccc3C(=O)NCc3ccco3)n2)cc1 | 5 | -0.1%
O=C(CSc1ncnc2ccccc12)NCCCO | -6 | -1.4%
CCOc1ccc(NC(=S)N2CCCCCC2)cc1 | -16 | -4.7%
CN1CCN(c2nc(Nc3ccc(O)cc3)nc3ccccc23)CC1 | -11 | -0.1%
O=C(CN1CCN(C(c2ccccc2)c2ccccc2)CC1)N1CCOCC1 | / | 1.7%
O=C(Nc1nnc(CCN2CCCCC2)s1)c1ccccc1Cl | -2 | 0.0%

# New compounds follow:
SMILES | Mtb RmlCD inh | GlmU inhibition
OCCNc1nc2ccccc2nc1NCCO | 6 | 2.4%
COc1ccc(OC)c(/C=N/NC(=O)Cn2ccnc2C)c1 | / | 1.6%
CCOC(=O)C1=C(N)c2ccccc2CC1C(C)C (stereo not given) | 102 | -2.3%
CNC(=O)c1nnn(Cc2ccccc2)c1NC(C)=O | -8 | 3.5%
COc1ccc(C(=O)CSc2ccc(-c3ccc(C)cc3)nn2)cc1 | 7 | 0.2%
Cc1noc(C)c1S(=O)(=O)Nc1ccc(C(=O)N2CCCCC2)cc1 | -8 | 4.9%
COc1cc(/C=N\NC(=O)Cn2nnc3ccccc32)cc(OC)c1OC | / | -2.8%
O=C(CN1C(=O)NC2(CCOc3ccccc32)C1=O)Nc1ccc2c(c1)OCCO2 (stereo not given) | 0 | 1.0%
COc1ccccc1NC(=O)c1cc(OC)c(OC)cc1[N+](=O)[O-] | 7 | 4.0%
CC(=O)n1cc([C@H]2C=C(C(=O)Nc3ccccc3)O[C@@H](OCCCCO)C2)c2ccccc21 | / | 2.1%
CC(=O)c1c(C)[nH]c(C(=O)OCC(=O)NCC(C)C)c1C | 6 | 0.6%
O=C(C1CCN(S(=O)(=O)c2cccnc2)CC1)N1CCN(c2ccc(Cl)cc2)CC1 | 9 | 1.5%&-3.3%
COc1ccc(C(CC(=O)NCc2ccccc2)C(C)C)cc1 (stereo not given) | 6 | 2.6%
O=C(COC(=O)c1cc[n+]([O-])cc1)Nc1ccc(Cl)cc1[N+](=O)[O-] | -9 | -5.8%
COC(=O)CS(=O)(=O)c1nnc([C@H](Cc2ccccc2)NC(=O)OC(C)(C)C)o1 | / | 1.1%
COc1cccc(-c2csc(N3CCN(C(=S)Nc4ccccc4Cl)CC3)n2)c1 | / | -0.8%
O=C(CCc1ccccc1)n1nc(-c2ccco2)nc1SCc1ccccc1 | -2 | /
Cc1cc(/C=C2/SC(=O)N(CC(=O)N3CCCC3)C2=O)ccc1N1CCOCC1 | 4 | -0.5%
NC(=O)COC(=O)c1sc2ccccc2c1Cl | -10 | 1.4%
CCOc1ccc(S(=O)(=O)N2CCCCC2)c2ccccc12 | -7 | 6.0%
CN(C)CCCNC(=S)N1CCn2c(nc3ccccc32)C1 | -12 | 3.1%
CCCCCCCCC(=O)NNC(=O)c1c(O)c2ccccc2n(CCC)c1=O | 5 | -0.4%
OC1CCCN(Cc2ccc3c(c2)Cc2ccccc2-3)C1 (stereo not given) | 14 | 8.9%
COc1ccc(/C=C/C=N/NC(=O)COc2ccc(OC)cc2)cc1 | / | -1.9%
Cc1ccccc1N1C(S)=C(C#N)C(=O)NC12CCCCC2 | -11 | 4.7%

# The results go on:
SMILES | Mtb RmlCD inh | GlmU inhibition
Cc1cc(N(CCO)CCO)ccc1N=Nc1cc(F)ccc1F | -7 | -5.2%
COc1ccccc1NC(=O)Cc1noc(CSc2nnc(C)n2C)n1 | 2 | -1.0%
O=C(OCC(=O)N1CCc2ccccc21)c1ccc[nH]c1=O | -6 | -4.6%
CCC(=NCc1cc(OC)cc(OC)c1)c1c(O)n(C2CCCCC2)c(=O)[nH]c1=O | 13 | -2.3%
CC(C)Oc1cccc(C(=O)C2CCCN(Cc3ccon3)C2)c1 (stereo not given) | / | -2.8%
CCS(=O)(=O)N1CCC(NC(=O)c2ccco2)CC1 | -8 | 3.7%
COc1ccc(Cl)c2c1[nH]c1nc(SCc3cccnc3)nnc12 | -9 | 1.3%
CC(C)C(NC(=O)C12CC3CC(CC(C3)C1)C2)C(=O)NC1=NCCS1 (stereo not given) | / | -2.7%
CC(C)(C)NC(=O)NC(=O)COC(=O)Cc1c(F)cccc1Cl | / | -2.7%
CCC(C)NC(=O)CCc1nc2ccccc2n1-c1ccccc1 (stereo not given) | 17 | 5.5%
Cc1cc(C)c2nc(NC(=O)c3ccc4c(c3)OCO4)sc2c1 | 18 | -0.9%
Cc1ccc(-c2nc(N)sc2-c2ccc(C)cc2)cc1 | 9 | 0.3%
Cc1cccn2c(=O)c(C=O)c(Cl)nc12 | / | 4.6%
CCCSC1=C(C#N)C(c2ccccc2C)C(C(=O)OC)C(=O)N1 (stereo not given) | -4 | 0.4%
COc1ccc(NC(=O)ON=C2c3ccccc3-c3ccccc32)cc1 | 3 | -2.2%
COC(=O)c1c(NC(=O)Cc2ccccc2)sc2c1C(C(=O)OC)CC2 (stereo not given) | / | -1.2%
CCCCn1c(O)c(C=NC2CCCCC2N)c(=O)[nH]c1=O (stereo not given) | / | 3.1%
O=C(Cc1ncn[nH]1)NCCc1ccccc1 | -3 | 0.9%
CCOc1ccc(-n2c(SCC(=O)Nc3cc(OC)c([N+](=O)[O-])cc3C)nc3ccccc32)cc1 | -8 | 1.8%
Cc1nc(C)c(C(=O)Nc2nc3c(C)cccc3s2)o1 | 11 | -3.8%
Cc1ccccc1CO/N=C/c1[nH]ncc1Br | -6 | -3.9%
Cc1ccc(CSCC(=O)Nc2ccc3c(c2)OCO3)cc1 | 14 | 2.4%
Clc1ccc(C(c2nnnn2C2CCCC2)N2CCN(Cc3ccncc3)CC2)cc1 (stereo not given) | -8 | -0.3%
COc1ccc(CN2c3cc(S(=O)(=O)N4CCOCC4)ccc3N3CCCC32)cc1 (stereo not given) | 9 | -2.9%
CCC(CC)c1nnc(NC(=O)c2nc3nc(C)cc(C)n3n2)s1 | -9 | -2.4%

# Given field by field: entries from further up.
> CNC(=O)c1nnn(Cc2ccccc2)c1NC(C)=O
  Mtb RmlCD inh: -8; GlmU inhibition: 3.5%

> COc1ccc(C(=O)CSc2ccc(-c3ccc(C)cc3)nn2)cc1
  Mtb RmlCD inh: 7; GlmU inhibition: 0.2%

> Cc1noc(C)c1S(=O)(=O)Nc1ccc(C(=O)N2CCCCC2)cc1
  Mtb RmlCD inh: -8; GlmU inhibition: 4.9%

> COc1cc(/C=N\NC(=O)Cn2nnc3ccccc32)cc(OC)c1OC
  Mtb RmlCD inh: /; GlmU inhibition: -2.8%

# Remaining list, next part:
SMILES | Mtb RmlCD inh | GlmU inhibition
COc1ccc(NC(=O)COc2cccnc2[N+](=O)[O-])cc1OC | -7 | 3.5%
CN(C)c1cccc(C(=O)NCc2ccc(Cl)cc2)c1 | 2 | -5.1%
Cc1ccc(CC(=O)N2CCN(Cc3ccccc3)CC2)cc1 | -2 | -0.7%
COc1ccccc1C(=O)Nc1nnn(C)n1 | 2 | 1.3%
Cc1cc(C)n(-c2ccc(C(=O)Nc3ccc4c(c3)OCCO4)cc2)n1 | 12 | 0.2%
COc1ccc(OC)c(-c2csc3nnc(SCC(=O)Nc4ccc(NC(C)=O)cc4)n23)c1 | / | -8.8%
COC(=O)c1cc2c(s1)-c1ccccc1OC2 | -8 | -6.4%
COC(=O)c1cnc(Oc2ccc(NC(=O)NC(=O)c3c(OC)cccc3OC)cc2)cc1C(F)(F)F | / | 1.9%
CCN(CC)c1cnn(C/C(=N\OC)c2ccc(Cl)cc2)c(=O)c1Br | ? | -6.2%
CC(=O)Nc1cccc(NC(=S)Nc2cccc(Cl)c2Cl)c1 | -11 | 1.6%
COC(=O)C1=CCCN(C)C1 | 19 | -3.7%
Cc1ccc(C(=O)COC(=O)c2c(C)cc(=O)oc2C)cc1[N+](=O)[O-] | 4 | -3.1%
Cc1ccc(-c2nnc3c(C(F)(F)F)nc4ccccc4n23)cc1 | 3 | -3.9%
Cc1ccc(S(=O)(=O)c2cnc(-c3ccccc3)nc2N2CCN(C)CC2)cc1 | -9 | 2.1%
Cn1c(=O)n(-c2ccc(Cl)cc2)c(=O)c2c3c(sc21)COC(C)(C)C3 | 34 | 3.0%
CCCn1nnc(NC(=O)c2ccc(Br)o2)n1 | 54 | 2.9%
O=C(NC1CCCCC1)C1CCN(c2cnccn2)CC1 | 0 | 1.1%
COc1ccccc1CNC(=O)CCCNS(=O)(=O)c1cccc2nsnc12 | -8 | 1.9%
O=C(CSC1=NCCS1)N1CCCC1 | 6 | -0.9%
COc1ccc(CCNC(=O)c2oc3ccc(S(=O)(=O)N4CCOCC4)cc3c2C)cc1OC | -11 | 0.5%
COc1ccc(N2C(=O)/C(=C3/C=CC=CN3C)SC2=S)cc1 | -7 | 3.7%
CC(NS(=O)(=O)c1ccc(Br)cc1)C(=O)NCCc1ccccc1 (stereo not given) | -1 | -4.3%
c1ccc2c(NC3C4CC5CC(C4)CC3C5)nc(N3CCOCC3)nc2c1 (stereo not given) | -6 | 2.2%
CC(=O)c1ccc(NC(=O)CSc2nccn2CCc2ccccc2)cc1 | 7 | 2.5%
CCc1ccccc1OCCCCN1CCCC1 | 7 | -8.4%

# Continued.
SMILES | Mtb RmlCD inh | GlmU inhibition
CCOc1ccc2[nH]c(=O)c(CN(CCc3ccccc3)C(=O)N3CCCC3)cc2c1 | 55 | 1.5%
Cc1noc(C)c1C(=O)N(C)Cc1ccccc1 | 20 | 2.5%
C/C(=C\C(=O)c1ccc(C)cc1)Nc1ccc(N2CCOCC2)cc1 | -13 | -2.1%
Cc1cc(NCC2CCCO2)n2c(nc3ccccc32)c1C#N (stereo not given) | 12 | 13%*
Cn1nnc2c(N3CCCCC3)nccc21 | 33 | 2.1%
O=C(CSc1ccc(F)cc1)Nc1ccc(C2SCCS2)cc1 | -6 | 2.8%
O=C1C=C(Nc2ccccc2)c2ccccc2C1=O | -12 | -2.3%
Cc1ccc([N+](=O)[O-])cc1-c1ccc(/C=C(\C#N)c2[nH]nc(N)c2C#N)o1 | 9 | -4.8%
NC(=O)c1cccn1Cc1ccccc1Cl | 1 | 0.2%
NC1=NC(=O)S/C1=C\c1ccc(F)cc1 | 18 | 3.9%
Cn1nc(C(F)(F)F)c2cc(C(=O)N3CCOCC3)sc21 | -9 | -0.1%
C(=N\N1CCN(Cc2ccccc2)CC1)/c1ccccc1 | 8 | 2.2%
CCn1cc(CNC(=S)Nc2cccc3ccccc23)cn1 | 0 | -1.7%
O=C(C1CC(c2ccccc2O)=NO1)N1CCc2ccccc2C1 (stereo not given) | -7 | -1.2%
O=C(NC(c1ccccc1)c1ccccn1)c1cccc([N+](=O)[O-])c1 (stereo not given) | 7 | -6.5%
CCC1C(=O)NCCN1C(=O)c1ccccc1OC1CCN(S(C)(=O)=O)CC1 (stereo not given) | 36 | 2.6%
O=C(c1ccc(S(=O)(=O)Cc2ccccc2F)c([N+](=O)[O-])c1)N1CCCC1 | 2 | -0.6%
CCc1nc2ccccc2[nH]c1=O | 3 | -2.3%
Cc1ccc(N(C)C(=O)N2CCN(S(=O)(=O)c3ccc(C)cc3)CC2)cc1 | 6 | 2.4%
CCc1cccc2c(C=C(C#N)C#N)cn(CC(=O)N3CCCC3)c12 | / | 2.2%
CCOC(=O)Cc1cc(=O)[nH]c(/N=C(\N)Nc2ccc(OC)cc2)n1 | -9 | 2.0%

# Complete entries, looked up by structure:
# COc1ccc(OC(=O)COc2ccc(C)cc2)cc1 is listed with Mtb RmlCD inh = 1; GlmU inhibition = -0.6%
# CC(=O)c1ccc(NC(=O)CSc2nccn2CCc2ccccc2)cc1 is listed with Mtb RmlCD inh = 7; GlmU inhibition = 2.5%

# Not all compounds are listed. The share of hits here may be higher or lower than overall.
